Screening results deposited in PubChem BioAssay by several laboratories.
SUMO HTRF inh = blocks human SUMOylation mediated by UBC9; HTRF SUMOylation assay, SAE1/SAE2 + UBC9, in vitro; inhibition, % at 35 µM; actives 0.36% (n = 290,000); AID 2006; in the data active = inhibition above about 50%, passing the limit was not always enough; note: strong numbers were not always called active
Target sequence (P63279 whole entry, looked up): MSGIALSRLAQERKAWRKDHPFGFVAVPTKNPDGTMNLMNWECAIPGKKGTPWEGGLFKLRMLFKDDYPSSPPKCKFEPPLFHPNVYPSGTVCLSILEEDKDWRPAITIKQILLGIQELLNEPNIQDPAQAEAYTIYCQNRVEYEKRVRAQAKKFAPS
p-CIP stab down = compounds decreasing mouse p/CIP protein stability; actives 0.01% (n = 290,000); F442A p/CIP-EGFP cells, EGFP fluorescence, 16 h; decrease of EGFP signal, % at 10 µM;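 active = EGFP signal decrease of at least 30% at 10 µM or well 3 SD below plate mean, unless failing retest; inactive = the rest, including hits failing retest or dose response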; note: some compounds called inactive have numbers as strong as hits; many of its hits are not listed in these tables
IDE cell activ = activators of human insulin-degrading enzyme in cells. actives 0.073% (n = 340,000). P14735. HEK cells, FAbeta-B cleavage, fluorescence polarization; 0% vehicle, 100% cell-free pure enzyme wells. activation, % at 5.96 µM. AID 493087;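 active = activation above the mean of all tested compounds plus 3 SD, set per screening campaign, cut at about 17% in these data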
IDE cell inh = cellular human IDE inhibition. HEK cells, FAbetaB cleavage, fluorescence polarization. P14735. actives 0.41% (n = 320,000). inhibition, % at 5.59 µM;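 active = percent inhibition above the average of all tested compounds plus 3 SD, set per screening campaign, cut at about 16% in these data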;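 note: IDE supplied by intact live HEK cells; FP after avidin binding of uncleaved biotin substrate so inhibition keeps polarization high; 0% = DMSO wells and 100% = 60 µM reference IDE inhibitor Ii1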
M18AAP inhibitor = PfM18AAP enzyme inhibition; recombinant PfM18AAP, H-Glu-NHMec fluorogenic cleavage; inhibition, % at 7.35 µM; actives 1.2% (n = 290,000); AID 1822;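 active = inhibition above the campaign mean inhibition over all tested compounds plus 3 SD, cut at about 28% in these data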;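 note: 0% = plate median of test compound wells and 100% = 2 mM ZnCl2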
VIM-2 inh = blocks Pseudomonas aeruginosa VIM-2 metallo-beta-lactamase; purified VIM-2, nitrocefin hydrolysis, epi-absorbance fluorescence; inhibition, % at 5.6 µM; actives 0.89% (n = 290,000); AID 1527;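 active = inhibition above the mean of all tested compounds plus 3 SD, cutoff set per screening run, cut at about 7.5% in these data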;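 note: red hydrolysis product quenches plate fluorescence so inhibitors raise well fluorescence; 0% = enzyme with DMSO and 100% = DMSO without enzyme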
IMP-1 inh = blocks Pseudomonas aeruginosa IMP-1 metallo-beta-lactamase. purified IMP-1, nitrocefin hydrolysis, epi-absorbance fluorescence. inhibition, % at 5.6 µM. actives 0.45% (n = 290,000);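 active = inhibition above the mean plus 3 SD of all compounds in the same screening run, cut at about 4.5% in these data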;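 note: 0% = IMP-1 with DMSO and 100% = DMSO wells lacking enzyme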
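Test system: recombinant IMP-1 enzyme, purified / Medium: HEPES buffer pH 7.1 with ZnSO4 and Brij 35 / Doses: single dose, 5.6 µM / Times: 25 °C, 15 min preincubation, 25 min reaction / Detection: Epi-absorbance via hydrolysed-nitrocefin quenching of white-plate fluorescence, 480/530 nm, EDTA stop / Evaluation: percent inhibition from optical density relative to buffer-blank wells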
DNA FID counter = fluorescent intercalator displacement, NS3 helicase counter-screen; DNA fluorescent intercalator displacement, fluorescence; inhibition, % at 7.9 µM; actives 0.17% (n = 290,000); AID 1845; in the data active = inhibition above about 37%;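 note: 0% = vehicle and 100% = reference compound; higher means more ethidium bromide displaced from hairpin DNA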
HCV NS3 hel inh = HCV NS3 helicase inhibition; NS3 helicase DNA unwinding, Cy5 molecular beacon fluorescence; inhibition, % at 10.9 µM; actives 0.56% (n = 290,000); AID 1800;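 active = inhibition above the mean of all tested compounds plus 3 SD, set per campaign, cut at about 35% in these data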;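 note: 0% = DMSO wells and 100% = thioflavine S control wells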
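assay system = NS3 helicase fragment of HCV | buffer or medium = MOPS pH 6.5, MgCl2, DTT, Tween20, BSA | timing = 60 min unwinding reaction at 25 °C after ATP addition | signal = Cy5 beacon fluorescence read at start and 1 h | read-out basis = % inhibition of unwinding | control set = low DMSO, high thioflavine S at 110 µM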
An asterisk follows results filed as active; x = no result given.

SMILES	SUMO HTRF inh	p-CIP stab down	IDE cell activ	IDE cell inh	M18AAP inhibitor	VIM-2 inh	IMP-1 inh	DNA FID counter	HCV NS3 hel inh
Cc1ccc(C)c(-n2c3nc(=O)[nH]c(=O)c-3cc3cc([N+](=O)[O-])ccc32)c1	28	-11	-1	7	15	-6.5	-2.0	-11	-3
O=C(CN1CCN(C/C=C/c2ccccc2)CC1)Nc1cc([N+](=O)[O-])ccc1Cl	-9	-7	-5	-7	6	-1.9	-3.0	6	-50
CC(CCN1C(Nc2ccccc2)=NC[C@@H]1Cc1ccccc1)c1ccccc1 (stereo partly specified)	-6	-3	1	3	0	-2.6	-3.3	5	-77
CSc1nc(-c2ccccc2)nn1C(=O)c1ccco1	6	-3	3	0	-9	-2.1	-3.6	7	3
Cc1ccc(C(=O)NCCN2CCOCC2)cc1C	2	0	4	4	1	2.3	-0.8	-3	11
COc1ccc(NC(=O)CN2CCN(c3ccccc3Cl)CC2)cc1	-2	-2	-4	1	5	-2.5	-4.0	-17	-12
CCN(Cc1ccncc1)C(=O)c1cc(COc2ccc(F)cc2Cl)on1	7	-3	4	3	21	-0.1	-0.9	-38	-6
Cc1ccc([N+](=O)[O-])c(OCCn2cnc3ccccc32)c1	19	-7	10	6	3	-0.9	-1.3	-6	-5
Cc1ccc(-c2nnn(CC(=O)N(c3cccc(F)c3)C(C(=O)NC3CCCC3)c3ccncc3)n2)o1 (stereo unspecified)	38	-18	5	6	1	-2.3	0.5	-22	22
C=CCOn1c(=O)c(-c2ccc(OC)cc2)[n+]([O-])c2ccccc21	5	-1	0	4	1	-2.4	-1.7	-11	-13
O=C1NC(=O)/C(=C\c2cn(CC(=O)N3CCOCC3)c3ccccc23)S1	-6	6	5	1	-2	1.1	-0.3	-10	2
CCc1ccc(NC(=O)C2CCN(S(=O)(=O)c3c(C)[nH]c(=O)[nH]c3=O)CC2)cc1	1	-3	2	11	3	-1.2	-2.8	-15	8
CCOc1cc(S(=O)(=O)N2CCN(CC)CC2)ccc1Cl	-4	-10	1	0	3	-1.2	-5.1	3	-2
O=c1[nH]c2ccc(Cl)cc2c(=O)n1Cc1ccco1	-4	-6	0	2	0	-1.5	-2.8	-1	0
COc1ccc(CN2CCNC(=O)C2CC(=O)N(C)Cc2ccon2)c(F)c1 (stereo unspecified)	12	-2	4	-2	1	-0.8	-3.4	-9	-4
NS(=O)(=O)c1ccc(Sc2nc3ccccc3s2)c([N+](=O)[O-])c1	18	-1	4	1	6	-1.2	-4.3	4	-4
COc1ccc(-c2cc3nc(C)cc(NCCO)n3n2)cc1	0	-15	-5	4	3	-0.1	-4.2	7	4
COc1ccccc1C(=O)N(CCN(C)C)c1nc2cc(C)cc(C)c2s1	-25	3	-1	4	0	-3.4	-2.5	13	-26
Cn1ccnc1C(=O)c1cc(SCC(=O)NC2CC2)nc2ccccc12	23	-8	1	-3	2	-3.0	-3.3	-12	11
COc1ccc2nc(SCCOC(=O)Nc3ccc(Cl)cc3)nc(C)c2c1	-19	-12	-1	5	-3	2.4	-0.8	6	-4
CC(=O)Nc1ccc(-c2nnc(SCc3ccc(C)cc3)n2C)cc1	16	-7	4	-1	-2	-2.6	0.2	-23	3
COc1ccc2oc(=O)c(-c3ccccc3C(=O)N3CCOCC3)cc2c1	8	-4	2	2	-1	-2.5	-0.7	-7	5
CN(C(=O)COC(=O)COc1ccc(Cl)cc1)C1CCCCC1	6	-7	-2	4	-2	0.1	-0.7	-9	-1
Cc1ccc(C23CC4CC(CC(CN)(C4)C2)C3)cc1	-28	-20	0	x	-15	-1.8	-2.8	14	-21
Cc1ccc(S(=O)(=O)N/N=C\c2ccccc2OCc2ccccc2)cc1	3	1	6	0	2	0.2	-1.3	-6	-5
SMILES	SUMO HTRF inh	p-CIP stab down	IDE cell activ	IDE cell inh	M18AAP inhibitor	VIM-2 inh	IMP-1 inh	DNA FID counter	HCV NS3 hel inh
Cc1cc(C)c(-c2csc(NC(=O)c3n[nH]c(=O)c4ccccc34)n2)c(C)c1	-3	5	-2	0	-2	-1.7	-2.7	2	-4
O=c1c(=O)n2c(nn1Cc1ccc(F)cc1)sc1ccccc12	-8	-10	5	1	-4	-2.9	-3.4	-1	13
COc1ccc(-c2noc(C3CCCN(C(=O)Nc4ccccc4F)C3)n2)cc1 (stereo unspecified)	-8	-7	-4	3	0	-2.0	-2.2	-14	-14
COc1ccc(CCNC(=O)c2cccc(S(=O)(=O)N3CCCCC3)c2)cc1	-7	-16	2	4	-14	-0.5	-0.3	-18	0
COc1ccccc1NC(=O)CSc1nnc(-c2ccncc2)o1	1	-9	-3	0	4	1.6	-1.2	-1	-4
CC(C)CCNc1nc(-c2ccco2)c2c(c1C#N)CCCC2	36	5	4	6	-4	-1.8	1.5	-6	18
O=C(c1ccco1)N1CCN(CC(O)COc2ccc(Br)cc2)CC1 (stereo unspecified)	-1	5	-2	6	-6	-1.3	-3.7	-17	-3
COC(=O)c1ccccc1NC(=O)CSc1nc2c(c(=O)n(C)c(=O)n2C)n1C	x	x	x	x	-6	1.2	-5.7	1	3
CC(C)(C)OC(=O)CN1C(=O)NC2(CCCc3ccccc32)C1=O (stereo unspecified)	7	1	-2	3	4	-3.1	-2.5	-12	5
COc1ccc2cc3c(N)nn(C(=O)c4ccc(Cl)c([N+](=O)[O-])c4)c3nc2c1	11	15	-1	6	-3	-0.4	-0.3	2	11
CC(C)c1ccc(OCC(O)CNC(C)c2ccccc2)cc1 (stereo unspecified)	-6	-2	0	4	-3	-0.8	-1.1	23	-55
CCOC(=O)C1CCCN(C(=O)c2cccs2)C1 (stereo unspecified)	-6	-6	5	-1	5	-2.8	0.5	1	-4
Cc1cc(N2C(=O)NC(=O)CC2C)c(C)cc1C(C)C (stereo unspecified)	3	-5	2	4	1	-2.6	0.9	-10	-8
Cc1ccc2c(C)nc(Nc3nc(CSc4nc5ccccc5[nH]4)cc(=O)[nH]3)nc2c1	-13	-17	-3	0	2	-6.4	-4.4	-10	-1
COc1ccc(C(=O)Nc2ccc3oc(-c4cccc(F)c4)nc3c2)cc1OC	7	4	-1	1	x	x	x	x	x
Cc1cc(NC(=O)C2CC(=O)N(c3ccc(Cl)cc3)C2)no1 (stereo unspecified)	10	-13	4	8	11	-3.6	0.1	-17	34
Cn1c(N)c(C(=O)COC(=O)CSc2cccc3cccc(Cl)c23)c(=O)n(C)c1=O	13	2	2	0	5	-1.5	-4.3	0	5
COc1ccc(-c2ccc3c(N)c(C(=O)c4cccc(OC)c4)sc3n2)cc1	14	-23	-10	13	3	-0.2	-1.4	-9	12
Cc1ccccc1-c1nnc(NC(=O)c2ccc(N3C(=O)CCC3=O)cc2)s1	19	6	-2	1	3	-1.8	0.4	-15	9
COc1ccc(C)cc1Nc1n[n+](-c2ccccc2)c(-c2c(Cl)cccc2Cl)s1	12	-8	x	-6	20	-1.0	-1.9	17	-94
O=C1NC(=S)N(C(=O)c2ccc(F)cc2)/C1=C/c1ccccc1	-5	-38	-24	28*	0	-3.6	-0.9	-1	13
Cc1cc(Nc2cccc(C)c2C)n2nc(C)nc2n1	-5	-6	4	-2	0	10*	0.4	-7	1
CCOC(=O)c1c(NC(=O)c2ccccc2)sc2c1CCc1ccccc1-2	-5	-1	4	3	11	-4.5	-3.7	-4	4
CCn1c(SCC(=O)Nc2ccc(OC)cc2)nc2c(c1=O)SCC2	24	0	4	0	6	-2.9	-0.1	-12	11
CCN(CC)C(=O)CC(c1ccc(N(C)C)cc1)c1c(OC)cc(OC)c2ccc(=O)oc12 (stereo unspecified)	12	-6	9	0	x	x	x	x	x

Rewritten comma-delimited: part of the list above
Structure,SUMO HTRF inh,p-CIP stab down,IDE cell activ,IDE cell inh,M18AAP inhibitor,VIM-2 inh,IMP-1 inh,DNA FID counter,HCV NS3 hel inh
Cc1cc(Nc2cccc(C)c2C)n2nc(C)nc2n1,-5,-6,4,-2,0,10*,0.4,-7,1
CCOC(=O)c1c(NC(=O)c2ccccc2)sc2c1CCc1ccccc1-2,-5,-1,4,3,11,-4.5,-3.7,-4,4

Next section
SMILES	SUMO HTRF inh	p-CIP stab down	IDE cell activ	IDE cell inh	M18AAP inhibitor	VIM-2 inh	IMP-1 inh	DNA FID counter	HCV NS3 hel inh
O=C(CNS(=O)(=O)c1ccc(Br)s1)NCc1ccccc1	-9	0	7	5	-3	-3.1	-2.7	-7	-1
COCCn1c(C)cc(/C=C2/NC(=O)N(Cc3ccc(C)cc3)C2=O)c1C	8	3	4	-4	1	-1.4	-1.8	-19	-5
COC(=O)Nc1ccc(S(=O)(=O)NC2CCS(=O)(=O)C2)cc1 (stereo unspecified)	7	3	2	-4	-9	-0.2	-1.9	-3	-5
O=C(CSC1=NC2(CCCCC2)N=C1c1ccccc1)Nc1ccc2c(c1)OCCO2	-21	-12	1	-2	0	-3.4	-2.8	-6	8
COc1ccc(/C=N/n2c(C3CCCCC3)n[nH]c2=S)c(OC)c1	-18	7	-10	5	8	-4.3	-3.2	-30	7
Cc1cccc(N2CCN(C(=O)CCNC(=O)Cn3ccc4ccccc4c3=O)CC2)c1C	9	-11	-11	17*	5	-1.7	1.0	-39	-2
O=C(/C(=C/c1ccc(Cl)cc1)c1nc2ccccc2[nH]1)c1cccs1	-6	-7	0	1	3	-2.2	-1.9	-7	-11
O=C(CSc1nnc(-c2cccnc2)o1)NNC(=O)c1ccc(Br)cc1	-38	2	2	2	3	-5.8	-3.9	-4	1
COc1ccc(NC(=O)N(Cc2cccnc2)Cc2ccccc2Cl)c(OC)c1	x	x	x	6	0	0.4	-4.7	-37	-7
CCCCNS(=O)(=O)c1ccc(NC(=O)c2cccs2)cc1	-1	7	7	-5	-7	-1.9	-2.1	-7	3
COc1cccc(N2CCN(C3CC(=O)N(c4ccc(Cl)c(Cl)c4)C3=O)CC2)c1 (stereo unspecified)	3	14	5	4	-7	-0.9	-3.0	-22	9
COc1ccc(CCC(=O)NCc2ccccc2Cl)cc1OC	1	-4	3	7	-9	-2.5	-5.5	-10	9
O=Cc1ccc(OCC(=O)Nc2ccccc2-c2ccccc2)cc1	9	-16	1	-9	3	-2.3	-2.8	-16	-7
CC(/C=N/n1c(-c2ccccc2)n[nH]c1=S)=C\c1ccco1	-2	-5	1	-7	8	2.2	-2.5	-13	12
Cc1ccc(-n2nc3c4c(cccc4c2=O)-c2ccccc2-3)cc1	18	-5	5	1	6	1.7	-1.8	3	-5
CCCN=C1N/C(=C\c2ccco2)C(=O)N1c1ccccc1	12	-4	3	3	14	-4.7	-3.8	-14	6
COC(=O)c1ccc(CN2CCC(n3nccc3NC(=O)C3CC3)CC2)cc1	11	1	5	-3	-11	-0.9	-2.6	-1	-1
O=C(CSc1nc2nn(-c3ccccc3)c(=O)c-2c2n1CCCCC2)NCCCc1ccccc1	-10	-12	5	-6	-13	-0.8	-1.5	-8	4
CCC(CC)C(=O)NCc1ccc(Cl)cc1	-15	-2	0	7	2	-2.4	-2.9	-1	-14
CC(=O)c1ccc(N2CCN(C(=O)c3ccc4c(=O)n(-c5ccccc5)c(=O)[nH]c4c3)CC2)cc1	4	8	-5	7	2	-3.8	-3.5	-13	17
